CFTR F508del cor: F508del CFTR correction, initial screen, CFBE line, single point; activity (quench increase), % at 7.58 µM; 350,000 tested, 0.36% active; CFBE cells, YFP halide quenching; stimulated with forskolin plus potentiator P3; % fluorescence drop versus neutral controls;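 active means mean added fluorescence quench of at least 8% versus neutral control, with both replicates also reaching 8%; inconclusive means only one of the mean or replicate conditions met; inactive means mean below 8% and not both replicates reaching 8%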;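 further: cells transiently co-express mutant CFTR-F508del with the halide-sensitive YFP; corrector assay measuring rescue of mutant channel to the surface after 24 h compound exposure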
RAD54 branch: inhibitors of human RAD54 branch migration, primary screen, biochemical, fluorescence, single point; DNA repair and recombination protein RAD54-like (Homo sapiens), Q92698; inhibition, % at 10.4 µM; RAD54 Holliday junction branch migration, FAM/BHQ fluorescence; 360,000 tested, 0.14% active; AID 602329, 2012;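 active means mean normalized replicate activity at least 40 and at least half of replicates scoring 40 or more; inconclusive means only one of the two criteria met; inactive means mean below 40 and under half of replicates reaching 40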;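 further: 0% = median of neutral control wells and 100% = median of positive control wells; inhibitors cause a drop in the FAM fluorescence signal; in these data hits start at about 50%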
GSIS activator: GLuc luminescence reporter in INS-1E cells, primary screen for activators of glucose-dependent secretion of insulin | INS-1E GLuc reporter insulin secretion, 2-3 h | activation, % at 16.6 µM | 370,000 tested, 0.61% active | AID 743287, 2014;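 active means lowest replicate activation of at least 40%, so every replicate reaches that level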;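 further: 0% = median of neutral control wells and 100% = median of IBMX positive control wells; some compounds called inactive have numbers as strong as hits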
esBAF inh: Bmi1 luciferase reporter increase in mESCs, primary screen, esBAF inhibitor project, mouse ES cells, Bmi1 luciferase knock-in, single point; 24 h; 100% = twice the neutral-well signal; 350,000 tested, 2% active; reporter increase, % at 12.5 µM; AID 602393, 2012; in the data active means activation above about 40%; inconclusive means no clear call, values can overlap the other calls;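 further: 0% = median of the plate's neutral control wells and 100% = double that signal; a rise in the Bmi1 reporter signal indicates esBAF inhibition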
ARNT TACC3 PPI: disruptors of ARNT/TACC3 protein interaction, primary screen, biochemical, AlphaScreen, single concentration; Transforming acidic coiled-coil-containing protein 3 (Homo sapiens), Q9Y6A5; AlphaScreen His-ARNT PAS-B/GST-TACC3 binding, luminescence; TACC3 fragment carries E629A point mutation; inhibition, % at 9.99 µM; 390,000 tested, 0.66% active;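 active means mean inhibition of replicates at least 50% and at least half of replicates each reaching 50%; inconclusive means half or more replicates reach 50% but mean below 50%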;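 further: 0% = complete ARNT plus TACC3 wells and 100% = ARNT alone without TACC3; many hits fall short of the cut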
ERAP1 inh: human ERAP1 aminopeptidase inhibitors, primary screen, biochemical, single point, plate reader | Endoplasmic reticulum aminopeptidase 1 (Homo sapiens), Q9NZ08 | recombinant ERAP1, Leu-AMC fluorescence, 60 min | inhibition, % at 10.7 µM | 340,000 tested, 0.15% active;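 active means mean replicate inhibition of at least 30%, or all replicates individually reaching that 30% level; inactive means mean below 30% and not every replicate reaching it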;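 further: 0% = neutral control wells and 100% = L-leucinethiol positive control wells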
Target sequence (Q9NZ08 whole entry, looked up): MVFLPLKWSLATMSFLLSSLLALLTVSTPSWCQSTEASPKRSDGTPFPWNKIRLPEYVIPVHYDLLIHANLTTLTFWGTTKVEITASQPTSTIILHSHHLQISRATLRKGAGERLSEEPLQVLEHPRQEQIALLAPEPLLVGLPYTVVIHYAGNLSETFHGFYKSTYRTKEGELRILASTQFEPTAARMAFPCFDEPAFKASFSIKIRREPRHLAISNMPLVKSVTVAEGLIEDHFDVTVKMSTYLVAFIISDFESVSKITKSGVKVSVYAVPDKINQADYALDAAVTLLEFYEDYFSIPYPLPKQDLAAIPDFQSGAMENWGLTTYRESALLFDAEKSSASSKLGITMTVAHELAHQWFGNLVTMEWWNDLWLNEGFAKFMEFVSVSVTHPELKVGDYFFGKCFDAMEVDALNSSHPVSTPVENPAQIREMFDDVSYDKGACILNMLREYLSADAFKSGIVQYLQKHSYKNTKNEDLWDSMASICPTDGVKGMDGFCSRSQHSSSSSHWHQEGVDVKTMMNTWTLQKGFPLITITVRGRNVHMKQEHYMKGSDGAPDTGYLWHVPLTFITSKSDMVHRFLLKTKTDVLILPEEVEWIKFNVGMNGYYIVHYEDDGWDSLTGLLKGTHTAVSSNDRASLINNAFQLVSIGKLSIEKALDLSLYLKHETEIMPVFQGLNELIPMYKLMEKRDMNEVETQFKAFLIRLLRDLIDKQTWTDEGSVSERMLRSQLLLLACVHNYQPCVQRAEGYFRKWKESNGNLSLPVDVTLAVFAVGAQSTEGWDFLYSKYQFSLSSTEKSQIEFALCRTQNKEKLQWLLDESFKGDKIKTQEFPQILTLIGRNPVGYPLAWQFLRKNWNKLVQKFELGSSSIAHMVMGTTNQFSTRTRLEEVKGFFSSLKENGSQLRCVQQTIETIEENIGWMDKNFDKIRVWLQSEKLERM
RAD52 inh: RAD52 DNA annealing inhibitors, primary screen, biochemical, FRET, single point, set 2 | DNA repair protein RAD52 homolog (Homo sapiens), P43351 | recombinant RAD52 DNA annealing, FRET fluorescence | inhibition, % at 18.7 µM | 360,000 tested, 0.46% active | AID 651710, 2012;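 active means every replicate showing at least 50% inhibition; inconclusive means mean inhibition at least 50% but not in every replicate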
XiGFP reactiv: activators of inactive X chromosome reactivation, primary screen, imaging, XiGFP fibroblasts, GFP high-content imaging, set 2. XiGFP mouse fibroblasts, % GFP-positive cells imaging, 3 d; cells co-treated with 5-aza-dC sensitizer; scaled so ellipticine positive control = 100%. activation, % at 7.58 µM. 360,000 tested, 0.055% active;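 active means mean normalized replicate activation at least 10% and every replicate at or above 10%; inconclusive means only one of the two criteria met; inactive means mean below 10% and not all replicates reach 10%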;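 further: 0% = median of on-plate neutral control wells and 100% = ellipticine 6 µM median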
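System: SV40-immortalized XiGFP fibroblast cells, line 68-5-11 / Incubation: 3-day compound exposure, then 15 min fixation at room temperature / Compound: single concentration per compound, delivered by pin transfer / Buffer or medium: DMEM plus 5-aza-dC sensitizer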
Numbers without * were called inactive; ? = inconclusive; nt = no result given.

nr	SMILES	CFTR F508del cor	RAD54 branch	GSIS activator	esBAF inh	ARNT TACC3 PPI	ERAP1 inh	RAD52 inh	XiGFP reactiv
1	C=CCNc1nc(-c2ccc3c(c2)OCCO3)cs1	-0.4	3	4	1	-2	-2	-14	0.1
2	CC(C(=O)Nc1ccc(Cl)cc1)N(C)Cc1cccs1 (stereo not given)	0.6	3	-15	1	-2	-3	-7	nt
3	C/C(=N\NC(=O)CNC(=O)C(c1ccccc1)c1ccccc1)c1ccc(C(C)(C)C)cc1	nt	-1	-17	nt	-1	nt	nt	0.0
4	COc1ccc2c3c([nH]c2c1)[C@H](CO)N(C(=O)Nc1c(C)noc1C)CC31CCN(CC2CC2)CC1	-0.5	nt	21	nt	nt	0	-4	0.3
5	COc1ccc(C(=O)CSc2nnc(CNC(=O)c3ccco3)n2C)cc1OC	0.4	-5	18	-7	4	3	-15	2.1
6	COCC(=O)Nc1ccc2c(c1)OC[C@H](C)N(CC1CCCCC1)C[C@H](C)[C@@H](OC)CN(C)C2=O	-2.0	-14	-1	5	-10	-3	-7	-0.4
7	COc1ccc(CCNC(=O)c2c(N)no[n+]2[O-])cc1OC	2.7	5	22	nt	1	2	-10	0.0
8	O=C(c1cnccn1)N1CC[C@@H]2[C@H](CO)Nc3ccc(-c4ccccc4)cc3[C@@H]21	5.9	-10	-12	8	2	-1	-65	0.0
9	CCC(=O)N[C@@H]1CC[C@H](CC(=O)NCc2cc(F)cc(F)c2)O[C@H]1CO	-1.4	-4	-3	4	-12	0	7	-0.4
10	CSc1nc(COC(=O)NC(C)C)c(COC(=O)NC(C)C)n1Cc1ccccc1	-2.7	nt	12	nt	nt	2	2	0.0
11	O=C1C(=O)N(CCS(=O)(=O)c2ccccc2)c2ccc(Cl)cc21	-0.7	-10	-15	-8	0	-2	-9	0.0
12	COc1ccc(CC(=O)O/N=C(\N)c2ccc(C)cc2)cc1	-0.1	-6	2	nt	-6	nt	-13	0.0
13	Cc1cc(N)ccc1N=Nc1c(C)n(C)n(-c2ccccc2)c1=O	nt	6	16	13	2	nt	nt	0.0
14	O=C(Nc1cc(F)ccc1F)N1CC(=O)N2[C@H](CO)[C@@H](c3ccc(-c4cccnc4)cc3)[C@@H]2C1	-1.8	nt	13	nt	nt	0	-12	0.3
15	C[C@H](CO)N1C[C@H](C)[C@H](CN(C)Cc2ccc(-c3ccccc3)cc2)Oc2c(NS(=O)(=O)c3ccccc3)cccc2C1=O	1.3	-4	-16	-1	-4	-9	-15	-0.5
16	O=C(C[C@@H]1CC[C@H]2[C@@H](COC[C@H](O)CN2C(=O)Nc2ccc3c(c2)OCO3)O1)N1CCN(c2ccccc2)CC1	0.4	-4	-7	3	7	nt	nt	0.3
17	COC(=O)c1c(NC(=O)c2ccco2)sc2c1CCN(C(C)=O)C2	-2.2	24	13	16	0	1	-11	0.0
18	O=C(NCc1ccco1)C(=O)NCC1OCCCN1S(=O)(=O)c1ccc(Cl)cc1 (stereo not given)	2.8	nt	-3	nt	nt	-1	-7	0.0
19	CO[C@H]1CN(C)C(=O)c2ccc(NC(=O)Nc3ccc(F)cc3)cc2OC[C@H](C)NC[C@@H]1C	-2.4	nt	-3	nt	nt	1	2	1.0
20	Cc1[nH][nH]c(=O)c1N=Nc1ccc(Cl)cc1	1.3	nt	9	nt	-3	-1	-26	0.2
21	CCCC#Cc1ccc2c(c1)O[C@@H](CN(C)C(=O)c1cccnc1)[C@H](C)CN([C@@H](C)CO)S2(=O)=O	-0.3	-1	-13	2	-7	-2	1	-1.1
22	Cc1cccc(CNC(=O)c2sc(=O)n(Cc3ccccc3C)c2C)c1	-0.7	-3	-29	20	nt	nt	-7	0.0
23	CC(=O)c1cccc(OCCCOc2cccc3cccnc23)c1	2.5	-2	10	12	-5	-7	-14	0.1
24	C/C=C/c1ccc2c(c1)O[C@H](CN(C)Cc1ccncc1)[C@H](C)CN([C@@H](C)CO)S2(=O)=O	1.0	-7	-3	3	-1	-2	1	-0.4
25	CC(C)CN(CC(C)C)C(=O)COn1nnc2ccc(S(=O)(=O)N3CCOCC3)cc21	1.0	-7	-22	7	-1	-1	-7	0.4
26	COc1cccc(CNC(=O)CSc2ccc(-c3cccs3)nn2)c1	3.2	nt	7	-1	-10	0	-18	0.2
27	C[C@@H]1CN([C@H](C)CO)C(=O)c2cc(NC(=O)Nc3ccc(F)cc3)ccc2O[C@@H]1CN(C)S(=O)(=O)c1cn(C)cn1	6.1	-3	6	-12	nt	-5	10	0.3
28	COc1ccccc1CC(=O)N1CCN(S(=O)(=O)c2ccccc2)CC1	-2.2	20	54	-3	-3	-2	-8	0.0
29	Cc1nc2[nH]c(=S)[nH]c2c(=O)[nH]1	3.4	0	10	-4	-18	7	-18	0.0
30	O=C(NCc1ccc(Cl)nc1)c1csc([C@@H]2C[C@H](O)[C@@H](CO)O2)n1	-3.5	-2	nt	0	nt	0	-20	0.1
31	O=[N+]([O-])c1ccccc1/C=C/C=N/n1c(-c2ccccc2)n[nH]c1=S	nt	nt	-9	nt	9	2	-14	0.0
32	Cc1c(NC(=O)COC(=O)C23CC4CC(CC(Br)(C4)C2)C3)c(=O)n(-c2ccccc2)n1C	-1.6	-1	-7	-6	-2	-4	-4	0.0
33	COc1ccc(NC(=O)Nc2ccc3c(c2)C(=O)N([C@H](C)CO)C[C@H](C)[C@H](CN(C)C(=O)Nc2ccc4c(c2)OCO4)OCCCC[C@@H](C)O3)cc1	-0.3	-4	16	-6	1	2	0	0.5
34	Cc1ccc(Nc2cc(C)nc3c(C)ccc([N+](=O)[O-])c23)cc1	1.2	nt	0	nt	nt	0	4	0.4
35	O=C(c1ccccc1F)N(Cc1cccnc1)Cc1cc2cc3c(cc2[nH]c1=O)OCCO3	0.2	1	-6	-4	0	3	-15	0.1
36	Cc1cc(C(=O)Nc2cccc(C(=O)O)c2)c(C)o1	nt	-1	0	-7	0	nt	nt	nt
37	CSC1=NCCN1S(=O)(=O)c1ccc2ccccc2c1	-1.3	nt	15	nt	-2	0	-9	0.0
38	CCCNC(=O)N1C[C@@H](C)[C@@H](OC)CN(C)C(=O)c2ccc(NC(=O)CC)cc2OC[C@@H]1C	-1.4	-12	-3	-5	-3	-7	-14	-0.2
39	C[C@H](CO)N1C[C@H](C)[C@H](CN(C)C(=O)Nc2ccccc2)Oc2c(NC(=O)CCCCCC(=O)Nc3ccccc3N)cccc2C1=O	-0.5	nt	0	nt	nt	2	-2	0.1
40	COc1ccc(C)cc1CN(C)c1ccc(S(=O)(=O)N2CCN(C)CC2)cn1	-0.2	5	2	-3	7	1	-4	0.0
41	C/C(=N/Nc1ccc(Cl)cc1)c1cnnc(-c2ccccc2)n1	-0.6	nt	0	nt	-1	0	-32	0.5
42	CCCCOC(=O)Cn1c(-c2ccccc2)nc2ccccc2c1=O	nt	1	13	nt	-6	nt	nt	0.0
43	CCCNC(=O)N1CCN(S(=O)(=O)c2ccc3c(c2)OCCO3)CC1	-2.6	0	57	-5	22	-4	2	0.2
44	CC(C)NC(=O)NCCCCCCS(C)=O (stereo not given)	-0.3	-9	-1	-6	-10	-2	-7	nt
45	Cc1cc(-c2ccccc2)nc(SC(C(=O)O)c2ccccc2)n1 (stereo not given)	-1.8	0	6	-6	1	2	-3	-0.1

A different layout for three compounds above.
27	C[C@@H]1CN([C@H](C)CO)C(=O)c2cc(NC(=O)Nc3ccc(F)cc3)ccc2O[C@@H]1CN(C)S(=O)(=O)c1cn(C)cn1
- CFTR F508del cor: 6.1
- RAD54 branch: -3
- GSIS activator: 6
- esBAF inh: -12
- ARNT TACC3 PPI: nt
- ERAP1 inh: -5
- RAD52 inh: 10
- XiGFP reactiv: 0.3

28	COc1ccccc1CC(=O)N1CCN(S(=O)(=O)c2ccccc2)CC1
- CFTR F508del cor: -2.2
- RAD54 branch: 20
- GSIS activator: 54
- esBAF inh: -3
- ARNT TACC3 PPI: -3
- ERAP1 inh: -2
- RAD52 inh: -8
- XiGFP reactiv: 0.0

29	Cc1nc2[nH]c(=S)[nH]c2c(=O)[nH]1
- CFTR F508del cor: 3.4
- RAD54 branch: 0
- GSIS activator: 10
- esBAF inh: -4
- ARNT TACC3 PPI: -18
- ERAP1 inh: 7
- RAD52 inh: -18
- XiGFP reactiv: 0.0

Continued:
nr	SMILES	CFTR F508del cor	RAD54 branch	GSIS activator	esBAF inh	ARNT TACC3 PPI	ERAP1 inh	RAD52 inh	XiGFP reactiv
46	CCC(=O)N1C[C@@H](C)[C@H](OC)CN(C)C(=O)c2cc(NC(=O)c3ccccc3)ccc2OC[C@@H]1C	-0.4	-3	16	-1	-3	0	9	-0.1
47	C[C@H]1CCCCO[C@H](CN(C)Cc2ccc(Cl)c(Cl)c2)[C@@H](C)CN([C@@H](C)CO)C(=O)c2cc(N(C)C)ccc2O1	3.0	-1	nt	2	27	1	-52	nt
48	CC1=C(C(=O)NCc2ccco2)C2(CCC(C)CC2)OC1=O (stereo not given)	-4.1	-2	nt	-2	-5	15	-10	0.0
49	O=S(=O)(c1ccccc1)N1CCCCN2[C@H](CO)[C@@H](c3ccc(C#Cc4ccccc4)cc3)[C@H]2C1	6.8	-1	4	nt	12	0	-17	0.0
50	COC(=O)[C@@]12C[C@@H](CC(=O)N3CCC(c4ccccc4)CC3)C(=O)N(Cc3ccco3)C1=CCC(C)(C)C2	-2.6	nt	-15	nt	nt	-1	-21	nt
51	CCN(CC)c1ccc(NC(=O)CSc2nc(C3CC3)nc3ccccc23)cc1C	1.0	0	-9	10	3	-4	-4	0.0
52	CC(C)(C)NC(=O)Cn1cc(C#N)c2cc(Br)ccc21	nt	-12	16	-2	-8	nt	nt	nt
53	Cc1cccc(S(=O)(=O)N2C[C@H](O)COC[C@@H]3O[C@@H](CC(=O)Nc4ccc(-c5ccccc5)cc4)CC[C@H]32)c1	4.5	4	-9	-4	-2	nt	nt	0.3
54	COc1ccc(S(=O)(=O)Nc2cccc(S(=O)(=O)N3CCCCC3)c2)cc1	4.8	8	-5	0	-7	-1	-7	0.0
55	CCOC(=O)c1c(S(=O)(=O)N2CCc3ccccc32)c(C)n(C)c1C	-2.4	5	-7	2	3	6	-1	0.2
56	CN(Cc1ccccc1)C(=O)COC(=O)c1ccccc1SCC(=O)N1CCCC1	-0.9	5	3	4	-3	1	-9	0.1
57	COc1ccc([Si](C)(C)[C@@H]2[C@@H](CCn3cc([C@H](O)c4ccccc4)nn3)O[C@]3(C(=O)N(c4ccccc4)c4ccccc43)[C@H]2C)cc1	?	3	nt	nt	-13	-2	-5	nt
58	CCN(CCn1cccn1)C(=O)CC1C(=O)NCCN1CCc1ccccc1 (stereo not given)	-3.6	15	-25	nt	8	1	-13	-0.1

Compounds were not picked by outcome; 3.3% or so of the library scored in one or more.
